Source: PubChem (several laboratories)
TROY signal inh = inhibitors of TROY-driven NF-kB signaling, primary screen, Q293 LMP1-TROYcd cells, NF-kB luciferase, uHTS. Q293 LMP1-TROYcd NF-kB luciferase reporter, 4 h. inhibition, % at 10 µM. 0.98% of 360,000 active. AID 1347056, 2019;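 active = compounds whose plate-normalised and pattern-corrected inhibition of the luciferase reporter signal at the single screening dose is 50% or more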
Exocytosis inh = LAMP-1 surface exposure blockers, TALL-104 cells – cell-based, flow cytometry, MLPCN library, primary screen. TALL-104 LAMP-1 surface exposure; cells stimulated with thapsigargin and PMA. AID 651702, 2012. inhibition, % at 10 µM. 0.66% of 360,000 active;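 active = inhibition above about 55%, limit read from the data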
TWEAK-Fn14 inh = inhibitors of TWEAK-Fn14 signaling, primary screen, luciferase reporter cells, uHTS; TWEAK-stimulated Fn14 reporter cells, luciferase luminescence, 8 h; inhibition, % at 10 µM; 2% of 360,000 active; in the data active = inhibition above about 50%
TLR9-MyD88 block = inhibitors of TLR9-MyD88 association in cells, primary screen, cell-based, CHO, BLA complementation, fluorescence | 0.21% of 340,000 active | inhibition, % at 4.98 µM | Toll-like receptor 9 (Homo sapiens) + Myeloid differentiation primary response protein … | CCF4 FRET ratio;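 active = inhibition above the mean over all tested compounds plus 3 SD, cut at about 21% in these data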;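 note: 0% = DMSO only wells and 100% = clavulanate BLA inhibitor control wells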
ABHD5 PLIN5 PPI = ABHD5-PLIN5 interaction inhibitors, primary screen, cell lysate, split luciferase complementation, luminescence; inhibition, % at 4 µM; Split G. princeps luciferase complementation, 4 h; 0.78% of 360,000 active; AID 602281, 2012;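 active = inhibition above the mean inhibition across every tested compound plus 3 SD, cut at about 22% in these data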;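 note: 0% = DMSO only wells and the 100% control is not disclosed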
NOD2-RIPK2 inh = NOD2-RIPK2 binding disruptors in cells, primary screen, fluorescence, CHO cells, BLA complementation; Receptor-interacting serine/threonine-protein kinase 2 (Homo sapiens), O43353; CCF4 ratio; inhibition, % at 4.98 µM; 0.38% of 360,000 active; in the data active = inhibition above about 21%;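 note: 0% = vehicle only and 100% = reference blocker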
NCOA2 inhibitor = inhibition of GAL4-SRC2 driven luciferase reporter, primary screen, SRC2 inhibitor project, cell-based, luminescence; Nuclear receptor coactivator 2 (Homo sapiens), Q15596; HEK293 GAL4-SRC2 luciferase reporter; inhibition, % at 9 µM; 0.17% of 370,000 active;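 active = inhibition above the mean inhibition of all tested compounds plus 3 SD, set per campaign, cut at about 52% in these data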;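 note: 0% = DMSO treated cells and 100% = cells given Gossypol at 36 µM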
SRC1 inh = SRC1 coactivator transcriptional activity inhibitors, primary screen, cell-based, luminescence | Nuclear receptor coactivator 1 (Homo sapiens), Q15788 | HEK293 GAL4-SRC1 luciferase reporter | inhibition, % at 3.6 µM | 0.12% of 360,000 active;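 active = inhibition above the campaign mean plus 3 SD, with each screening campaign given its own cutoff, cut at about 60% in these data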;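 note: 0% = DMSO treated cells and 100% = gossypol at 36 µM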
COUP-TFII inh = NR2F2 transcriptional activity inhibitors, primary screen, cell-based, luciferase reporter, HEK293T, luminescence. inhibition, % at 8.6 µM. COUP transcription factor 2 (Homo sapiens), P24468. 0.7% of 370,000 active. HEK293T NGFI-A luciferase reporter;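 active = inhibition above a per-plate cutoff, mean inhibition of test wells between control levels plus 3 SD, cut at about 38% in these data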;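 note: cells cotransfected with COUP-TFII expression vector driving the NGFI-A reporter; 0% = median of COUP-TF2 test wells and 100% = reporter-only cells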
Target sequence (P24468 whole entry, looked up): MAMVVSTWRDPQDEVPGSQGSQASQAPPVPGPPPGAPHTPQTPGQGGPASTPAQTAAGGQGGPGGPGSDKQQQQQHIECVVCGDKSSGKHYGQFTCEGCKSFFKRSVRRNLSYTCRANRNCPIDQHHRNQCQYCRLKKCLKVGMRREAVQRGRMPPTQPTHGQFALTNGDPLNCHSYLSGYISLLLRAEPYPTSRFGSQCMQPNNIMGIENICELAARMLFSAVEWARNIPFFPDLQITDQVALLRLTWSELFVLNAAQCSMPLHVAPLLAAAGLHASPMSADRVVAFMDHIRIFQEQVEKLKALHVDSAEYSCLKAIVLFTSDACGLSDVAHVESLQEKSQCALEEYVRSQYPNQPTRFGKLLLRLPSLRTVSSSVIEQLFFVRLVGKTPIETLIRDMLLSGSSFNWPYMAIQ
NR5A2 inv ag = LRH-1 (NR5A2) inverse agonists, primary screen, cell-based, luminescence, HEK293T, StAR-luciferase reporter; 0.13% of 360,000 active; Nuclear receptor subfamily 5 group A member 2 (Homo sapiens), O00482; inhibition, % at 3.6 µM; LRH-1 transfected, 24 h;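 active = inhibition above the mean inhibition of all tested compounds plus 3 SD, cut at about 73% in these data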;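 note: 0% = DMSO wells and 100% = reporter-only cells lacking LRH-1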
Target sequence (O00482 whole entry, looked up): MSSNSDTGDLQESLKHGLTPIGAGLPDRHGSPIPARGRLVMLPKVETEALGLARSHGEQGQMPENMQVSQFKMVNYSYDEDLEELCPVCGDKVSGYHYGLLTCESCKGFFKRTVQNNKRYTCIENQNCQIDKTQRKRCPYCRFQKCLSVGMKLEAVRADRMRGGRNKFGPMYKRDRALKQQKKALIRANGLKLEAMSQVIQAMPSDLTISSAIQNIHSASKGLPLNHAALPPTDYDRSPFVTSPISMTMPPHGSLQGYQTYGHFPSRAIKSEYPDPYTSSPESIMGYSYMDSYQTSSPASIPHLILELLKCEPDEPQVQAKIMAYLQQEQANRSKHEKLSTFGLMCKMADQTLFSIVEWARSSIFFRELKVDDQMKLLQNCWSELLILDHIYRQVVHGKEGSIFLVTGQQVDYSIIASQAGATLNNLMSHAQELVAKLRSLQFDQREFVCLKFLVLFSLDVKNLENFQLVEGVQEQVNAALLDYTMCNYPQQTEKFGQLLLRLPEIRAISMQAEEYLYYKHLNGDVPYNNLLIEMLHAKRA
NCOA3 inh = SRC3 coactivator transcriptional activity inhibitors, primary screen, cell-based, luminescence. Nuclear receptor coactivator 3 (Homo sapiens), Q9Y6Q9. HEK293 GAL4-SRC3 luciferase reporter. inhibition, % at 3.6 µM. 0.17% of 360,000 active;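 active = inhibition above a per-campaign cutoff, the mean of all compounds plus 3 SD, cut at about 60% in these data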;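 note: 0% = DMSO-treated cells and 100% = gossypol-treated cells at 36 µM; higher means less SRC3-driven luciferase light from the GAL4 reporter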
* hit, by the source's call; / = no result given. An excerpt; count on the stated rates, not on these rows.

SMILES	TROY signal inh	Exocytosis inh	TWEAK-Fn14 inh	TLR9-MyD88 block	ABHD5 PLIN5 PPI	NOD2-RIPK2 inh	NCOA2 inhibitor	SRC1 inh	COUP-TFII inh	NR5A2 inv ag	NCOA3 inh
CCCCN(C)CCNC(=O)c1cc2cc3ccc(OC)cc3nc2o1	-16	10	-30	-16	-1	-1	-13	-4	0	-27	-20
CCCCOc1ccc(C2(C(=O)O)CCCC2)cc1	-32	2	15	1	-3	1	5	-2	2	10	2
CCCN1CCc2c(sc(NC(=O)CCS(=O)(=O)c3ccccc3)c2C(N)=O)C1	-38	2	-4	2	7	-5	5	5	12	-18	-3
CCCOc1ccc(Cn2c(C)nc([N+](=O)[O-])c2SCC(O)COC)cc1[N+](=O)[O-] (stereo unspecified)	-18	0	-17	13	-4	-13	18	5	1	23	8
CC(C)OC(=O)NCCOC(=O)Nc1ccccc1Cl	-10	-2	5	13	2	11	-6	-44	14	-14	14
COc1ccc2c(c1)c(C(=O)CN1CCN(Cc3ccccc3)CC1)c(C)n2C	-2	20	-18	-3	12	10	-27	24	-1	14	11
CCOc1ccc(/C=C/C(=O)NCCc2ccc(OC)c(OC)c2)cc1	-4	0	14	-2	8	-14	-19	-8	1	24	-17
COc1cc(/C=N/NC(=O)CSc2cc(C)c(Br)cc2C)ccc1O	36	3	35	-4	4	-1	-13	-17	22	-5	4
CCCS(=O)(=O)NC(=O)C1(C)CCN(C(=O)c2ccc3ccccc3n2)C1 (stereo unspecified)	-4	4	2	/	8	-9	/	-3	/	-1	-8
COc1ccc(CCNC(=O)Nc2ccc(F)cc2F)cc1OC	-1	-1	3	-6	2	1	14	-18	-6	9	-8
COc1ccc(C2=NOC(C(=O)N3CCN(c4ccccc4OC)CC3)C2)cc1 (stereo unspecified)	8	-1	21	5	12	4	9	12	-13	-16	-10
Cc1ccc(-c2csc3ncnc(Oc4cccc5ccc(C)nc45)c23)cc1	8	-2	3	1	-5	5	6	9	-3	2	13
CCCn1c(SCc2ccon2)nc2ccccc2c1=O	-16	-1	12	-1	-7	2	14	3	-15	19	5
O=C(CCCN1C(=O)NC2(CCCC2)C1=O)Nc1cccc(S(=O)(=O)N2CCOCC2)c1	-1	-4	4	8	-1	-10	-4	-1	0	-7	-4
Cc1cc2nc(C)n(CCCN)c2cc1C	7	1	0	-9	1	5	1	12	8	1	-9
COc1cc(OC)c(NC(=O)CCc2nc(-c3ccc(C)cc3)no2)cc1Cl	-16	-1	4	12	-4	-4	-4	-53	-5	-16	2
COc1ccc(S(=O)(=O)Nc2cccnc2)c(Cl)c1Cl	-6	6	8	9	-8	2	-17	-6	-8	1	9
O=C(O)c1cccc(-c2ccc(/C=c3/sc4nc5ccccc5n4c3=O)o2)c1	-37	-4	-13	-7	-1	-6	-1	-13	1	-12	-17
COCCN(Cc1nc(C(c2ccccc2)c2ccccc2)no1)C(C)C	8	-5	-8	-8	0	-6	-6	-7	9	4	-9
COc1ccccc1NC(=O)/C=C/c1cc([N+](=O)[O-])ccc1OC(F)F	5	-2	-18	-1	0	2	4	-4	-20	-2	8
CSCCC(NS(=O)(=O)c1c(Cl)cccc1Cl)C(=O)O (stereo unspecified)	-1	0	13	-1	2	-8	-2	-8	-14	3	24
N#CCc1ccc(NC(=O)CSc2nnc(C3CC3)n2C2CC2)cc1	-7	-2	-1	-3	-3	0	-22	-2	-3	12	10
CC1CC(NC(=O)/C(C#N)=C/c2ccc[nH]2)CC(C)(C)C1 (stereo unspecified)	-4	-5	0	-8	3	-4	4	15	8	10	-4
CCOC(=O)Cc1nn(CCc2ccccn2)c(=O)c2ccccc12	4	0	-8	3	0	1	5	12	-2	4	-2
CCN1CCN(Cc2ccc(NC(=O)Nc3ccccc3Cl)cc2)CC1	38	2	26	5	3	3	-71	-83	-89	-151	-59
Cc1[nH][nH]c(=O)c1C(c1ccc(-c2cccc(Cl)c2)o1)c1c(C)[nH][nH]c1=O	8	36	21	-2	4	-9	/	-5	/	8	13
CCN(CC(=O)NC1CCS(=O)(=O)C1)S(=O)(=O)c1ccccc1Cl (stereo unspecified)	-6	-1	3	-5	2	0	-12	-25	-5	9	6
COC(=O)c1cc(OC)c(OC)cc1NCC(=O)Nc1ccc(C)cc1	22	-7	-1	-9	-2	0	9	-1	-18	6	9
O=C(Nc1cccc2ccccc12)c1cccc(F)c1	23	-10	28	7	6	2	12	-25	0	-21	-10
COc1ccc(-n2c(C)n[nH]c2=O)cc1	-4	0	8	14	4	-2	-11	-3	-15	11	13
NS(=O)(=O)c1ccc(CNC(=O)c2ccccc2SCC(=O)N2CCCC2)cc1	17	20	5	11	-4	-11	-7	-59	15	26	10
COCCNC(=O)c1ccc2c(c1)C(=O)c1ccccc1-2	-12	-9	3	0	4	6	-33	1	8	-15	4
COC(C[C@@H]1O[C@H]1C(=O)[C@@H](C)OCc1ccccc1)OC	-10	-6	28	8	7	-1	27	2	-17	4	6
Cc1ccc(-c2[nH]c3ccccc3c2C(C[N+](=O)[O-])c2ccco2)cc1 (stereo unspecified)	31	-1	27	0	9	9	20	-63	-10	6	-18
COc1ccc(C(=O)N=c2nc3ccccn3s2)cc1	79*	0	97*	-11	-7	-3	-26	-105	-39	-156	-54
O=C(NC(=S)Nc1ccc(Oc2ccc(Cl)cc2)cc1)c1ccccc1	12	-2	10	11	-9	3	-1	12	-3	11	13
CCN(CC)C(=O)Cn1cc(C(=O)C(=O)N(CC)C2CCCCC2)c2ccccc21	-5	-2	16	-1	-4	-4	-38	3	0	1	-14
Cn1c(=O)c2c(ncn2CC(=O)O)n(C)c1=O	-11	-3	-20	/	0	-6	6	-5	-17	11	-1
O=C(Nc1ccc(C(=O)N2CCCCC2)cc1)c1cccc([N+](=O)[O-])c1	3	13	9	-1	-4	3	3	-3	8	6	-35
O=C1OC(c2ccccc2)(c2ccc(O)cc2)c2ccccc21 (stereo unspecified)	24	16	6	1	3	-4	-14	-11	4	-1	-1
CCC(=O)Nc1ccc(NC(=S)NC(=O)/C=C/c2ccccc2)cc1	-7	-1	12	-5	7	0	-6	6	-20	11	16
O=C1C2C(c3ccccc3)C=CC(c3ccccc3)C2C(=O)N1CCCO (stereo unspecified)	-7	-1	-7	-8	3	-2	-37	-1	8	11	2
C=CCn1c(CCNC(=O)c2cccs2)nnc1SCC(=O)c1ccc(Br)cc1	4	-5	-20	-1	-1	6	-10	20	3	-5	12
COc1ccccc1C(=O)Nc1nnc(C)s1	-48	4	0	3	3	1	-60	-79	-64	-91	-53
Cc1nc(=O)c(-c2ccccc2)c(C)n1CCO	-20	-1	7	-5	6	-2	-17	3	0	22	-9
O=C(c1ccco1)N1CCN(C(=O)c2ccc(-c3ccc(Cl)cc3)o2)CC1	9	0	4	5	3	-6	-23	-5	5	-7	-1
OCC1OC(n2ccc3c(SCc4ccccc4)ncnc32)C(O)C1O (stereo unspecified)	-44	-7	-18	3	-1	-8	-71	-126	-65	-83	-92
CCC1(c2ccc(F)cc2)NC(=O)N(CC(=O)c2ccc[nH]2)C1=O (stereo unspecified)	14	1	15	-3	2	-3	-10	-1	16	-7	3
Cc1ccc(C(=O)Nc2ccc(S(=O)(=O)N3CCc4ccccc43)cc2)o1	17	6	13	-5	-1	-1	5	-9	0	11	-7
COC(=O)[C@]1(C)N[C@H](CN(C)C(=O)Nc2ccccc2)[C@@H]2C(=O)N(C)C(=O)[C@@H]21	-19	-3	-2	-9	8	-9	-11	-11	-8	-2	9
CC(C1CC1)N(Cc1ccccc1)C(=S)Nc1ccccc1Cl (stereo unspecified)	86*	0	7	1	-3	-2	12	-9	15	2	18
CC1CCCC(C)N1CCNC(=O)CCn1nc(-c2ccccc2)ccc1=O (stereo unspecified)	-1	1	15	0	-4	4	8	20	-8	-12	1
COc1ccc(NC2c3ccccc3C(=O)N2c2ccccn2)cc1Cl (stereo unspecified)	-39	0	-14	-3	5	8	-1	2	11	-17	-1
COC(=O)c1ccc(COc2ccc(C(C)(C)C)cc2)o1	-37	-20	-18	2	-3	-5	-29	-114	-24	-143	-136
C=CCC[C@H](Cc1ccc(F)cc1)C(=O)OC[C@@H](C)NC(=O)[C@@H](CC=C)CC(=O)N[C@H](CO)Cc1ccccc1	-3	-9	7	-11	2	-3	-7	-2	15	-3	12
COCC1CCN(C(=O)c2cc(COc3ccc(OC)cc3Cl)on2)C1 (stereo unspecified)	-21	-3	-33	6	-3	-6	-12	-30	-11	-18	-16
COc1ccc(/C=C/C2=NN(C)C(=O)CC2)cc1	2	0	-3	1	-5	-3	/	-71	/	-120	-69
COC(=O)C1C2C=CC3(CN(Cc4ccco4)C(=O)C13)O2 (stereo unspecified)	5	-5	19	-5	5	-8	9	2	11	-1	4
CSc1oc(-c2ccco2)nc1S(=O)(=O)c1ccc(C)cc1	16	-3	12	-5	9	-1	-1	-6	-9	5	1
CSc1nsc(SCCN2C(=O)c3ccccc3C2=O)n1	1	0	7	2	-2	5	-10	-9	-1	2	-5
CC(C)NC(=O)C1C(c2ccc(C(F)(F)F)cc2)=Nc2ccccc2N1C(=O)c1cc2ccccc2[nH]1 (stereo unspecified)	/	-20	/	/	-4	-6	-16	/	-1	27	/
COc1cc(OC)cc(C(=O)N[C@H](C(=O)Nc2cccc(S(=O)(=O)N3CCCC3)c2)C(C)C)c1	0	4	26	-1	8	-8	-22	-8	3	11	2
Cc1noc(C)c1S(=O)(=O)N(C)C[C@H]1Oc2ccc(NC(=O)NC3CCCCC3)cc2C(=O)N([C@H](C)CO)C[C@@H]1C	10	-3	-4	5	-8	5	-22	-6	-2	-9	-8

Compound profiles (already shown):
`CC(C1CC1)N(Cc1ccccc1)C(=S)Nc1ccccc1Cl` (stereo unspecified) in the list: TROY signal inh = 86*; Exocytosis inh = 0; TWEAK-Fn14 inh = 7; TLR9-MyD88 block = 1; ABHD5 PLIN5 PPI = -3; NOD2-RIPK2 inh = -2; NCOA2 inhibitor = 12; SRC1 inh = -9; COUP-TFII inh = 15; NR5A2 inv ag = 2; NCOA3 inh = 18
`COc1ccc(NC2c3ccccc3C(=O)N2c2ccccn2)cc1Cl` (stereo unspecified) in the list: TROY signal inh = -39; Exocytosis inh = 0; TWEAK-Fn14 inh = -14; TLR9-MyD88 block = -3; ABHD5 PLIN5 PPI = 5; NOD2-RIPK2 inh = 8; NCOA2 inhibitor = -1; SRC1 inh = 2; COUP-TFII inh = 11; NR5A2 inv ag = -17; NCOA3 inh = -1
